Source: PubChem (several laboratories)
HT1080 viability: cytotoxicity in HT1080 fibrosarcoma cells, cell-based, fluorescence readout (AID 620); HT1080 viability, fluorescence; higher % means a stronger effect; cytotoxicity, % at 10 µM; hits with a dose series show EC50 in µM; 87,000 tested, 0.42% active;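 note: cells exposed to compound overnight then 4 h with Alamar Blue; 0% = vehicle DMSO and 100% = killing control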
PMK inhibit: blocks S. pneumoniae phosphomevalonate kinase. purified PMK, PK/LDH-coupled NADH absorbance 340 nm. inhibition, % at 10 µM. 65,000 tested, 0.49% active. AID 539;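 active = top-ranked compounds by inhibition in the single 10 µM screen, taking a fixed number of the strongest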;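 note: 0% = full reaction with DMSO carrier and 100% = background rate without enzyme reaction; no value below 0 was filed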
HPDE-C7 cytotoxicity: HPDE-C7 pancreatic duct cell viability loss – fluorescence, HTS (AID 430); HPDE-C7 pancreatic duct cells viability, fluorescence; higher % means a stronger effect; one-dose cytotoxicity, % at 10 µM; EC50 in µM for titrated hits; 63,000 tested, 1.8% active;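 note: cells exposed to compound for 48 hours before viability readout; 0% = vehicle and 100% = reference cytotoxic drug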
Spn MK inh: blocks S. pneumoniae mevalonate kinase | 65,000 tested, 0.48% active | inhibition, % at 10 µM | purified MK, PK/LDH-coupled NADH absorbance 340 nm;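 active = ranked among the strongest by inhibition in the single 10 µM screen, a fixed top-ranked set picked for dose follow-up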; note: no value below 0 was filed
DPM-DC inhibit: blocks S. pneumoniae diphosphomevalonate decarboxylase | purified DPM-DC, PK/LDH coupled NADH fluorescence | calls only at 10 µM | 65,000 tested, 0.49% active;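 active = the 320 compounds with the highest percent inhibition in the single-dose primary screen, excluding strongly autofluorescent ones, cut at about 32% in these data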;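 note: kinetic rate of NADH fluorescence loss reporting ADP formed by the decarboxylase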
Alkaline phosphatase: human TNAP enzyme inhibitors, biochemical, luminescent (AID 518). one-dose inhibition, % at 20 µM; IC50 in µM for titrated hits. 64,000 tested, 0.09% active. purified TNAP enzyme, luminescent substrate readout; higher % means a stronger effect; in the data active = a potency from the dose series; inactive = the rest, 99 in 100 with inhibition below about 22%;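 note: plate controls were vehicle for no effect and reference inhibitor for full effect; many of its hits are not listed in these tables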
KRASV12 cytotoxicity: cytotoxicity in KRAS-transformed pancreatic duct cells, primary screen, cell-based, fluorescence, HTS (AID 431) | HPDE-C7K KRASV12 cells, Alamar Blue viability, 48 h; higher % means a stronger effect | cytotoxicity, % at 10 µM, or EC50 in µM where a hit was titrated | 63,000 tested, 1.7% active;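 active = compounds whose percent cytotoxicity in the single-dose primary screen, scaled between solvent and toxic-drug controls, exceeds 50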;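 note: 0% = DMSO solvent wells and 100% = doxorubicin-treated wells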
LYP inhibition: inhibition of human PTPN22 tyrosine phosphatase – biochemical, DiFMUP fluorescence, recombinant catalytic domain, 10 µM, primary screen (AID 606) | inhibition, % at 10 µM, or IC50 in µM where a hit was titrated | recombinant LYP catalytic domain, DiFMUP fluorescence; higher % means a stronger effect | 52,000 tested, under 10 active;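 active = IC50 under 40 µM in the dose-response test; inactive = IC50 of 40 µM or more, or never dose-tested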
Bfl-1 displacement: displacement of Bid BH3 peptide from Bfl-1 – biochemical, fluorescence polarization, FITC-Bid, mouse, primary screen (AID 432). displacement, % at 20 µM; hits with a dose series show IC50 in µM. FITC-Bid BH3 peptide fluorescence polarization displacement; higher % means a stronger effect. 64,000 tested, 0.02% active; in the data active = a potency from the dose series; inactive = the rest, 99 in 100 with displacement below about 15%; note: strong numbers were not always called active
PMK inhibit pilot replicates: further read-out of PMK inhibit, marked with its call; inhibition, %; measured here: pilot screen replicates
Spn MK inh pilot replicates: recorded beside Spn MK inh, whose call it bears; inhibition, %; measured here: pilot screen replicates
DPM-DC inhibit pilot screen %: recorded beside DPM-DC inhibit, whose call it bears; inhibition, %; measured here: pilot screen trials
* hit, by the source's call; i = inactive; . = no result given. Cut-off read from the data, not from the text of the source, unless noted: active = cytotoxicity above about 50%; inactive = the rest.

SMILES | HT1080 viability | PMK inhibit | HPDE-C7 cytotoxicity | Spn MK inh | DPM-DC inhibit | Alkaline phosphatase | KRASV12 cytotoxicity | LYP inhibition | Bfl-1 displacement | others
C=CCn1c(-c2ccc(OC)c(OC)c2)n[nH]c1=S | 4% | 10 | 3% | 9 | i | 11% | 2% | -2% | 0%
CCOC(=O)CSc1nc(C2CC2)nc2ccccc12 | -4% | 14 | 7% | 4 | i | 5% | 14% | 9% | -3%
O=C(Nc1ccc(N2CCOCC2)c(Cl)c1)c1cccnc1 | -2% | 18 | -3% | 7 | i | 6% | 5% | -9% | 0%
N#Cc1c(N)c(C(=O)c2ccc(Cl)cc2)n2c1CCC2 | 16% | 10 | . | 3 | i | 3% | . | 7% | 4%
CCc1ccc(-c2nnn(Cc3nn[nH]n3)n2)cc1 | -8% | 4 | 2% | 10 | i | 13% | -1% | 10% | -7%
Cc1cc2nc3c(c(=O)n2[nH]1)CCCC3 | -12% | 7 | 0% | 6 | i | 4% | 3% | -3% | -7%
CCn1c(=N)n(CC(O)COc2cccc(C)c2)c2ccccc21 (stereo not given) | 5% | 5 | 10% | 0 | i | 7% | 24% | 5% | 2% | PMK inhibit pilot replicates=2.0;Spn MK inh pilot replicates=3.5;DPM-DC inhibit pilot screen %=0.0
COc1ccc(OC)c(CNC(=O)Cc2c(C(=O)O)[nH]c3ccccc23)c1 | 20% | 5 | -15% | 5 | i | 4% | -1% | . | -9%
CCOc1cccc2c1OC1(C)CC2NC(=O)N1c1cccc(Cl)c1 (stereo not given) | 25% | 0 | -9% | 16 | i | 11% | 2% | . | -2%
CN(C)Cc1cc(C(C)(C)C)c(O)c(C(C)(C)C)c1 | 5% | 1 | 0% | 10 | i | 8% | -11% | . | 13%
COc1ccc(-n2ncc3c(N4CCCc5ccccc54)ncnc32)cc1 | -7% | 21 | 2% | 2 | i | 2% | -7% | 5% | -10%
O=C(CCNc1ccc(F)cc1)c1ccco1 | 0% | 5 | 4% | 8 | i | 9% | -6% | 10% | -5%
O=C(c1cc(-c2ccccn2)nc2c(Cl)cccc12)N1CCN(C(=O)C2CCCO2)CC1 (stereo not given) | 2% | 2 | 1% | 5 | i | 3% | 0% | 2% | -6%
CCc1nc(SCC(=O)Nc2c(C)n(C)n(-c3ccccc3)c2=O)n[nH]1 | -13% | 2 | -15% | 2 | i | 10% | 6% | . | -8%
Cc1ccc(C(c2sc3nc(C)nn3c2O)N2CC(C)OC(C)C2)cc1 (stereo not given) | 14% | 14 | -7% | 4 | i | 3% | -1% | 9% | -2% | PMK inhibit pilot replicates=1.0;Spn MK inh pilot replicates=1.5;DPM-DC inhibit pilot screen %=0.0
N=c1c(S(=O)(=O)c2ccccc2)cc2c(=O)n3ccccc3nc2n1CC1CCCO1 (stereo not given) | 39% | 4 | 4% | 6 | i | 10% | 1% | -5% | 2%
COc1cc(NC(=O)Cc2ccccc2)ccc1NC(=O)c1ccco1 | 4% | 3 | -10% | 0 | i | 9% | -6% | 0% | 0%
Nc1nnc(Cc2ccc(Cl)cc2)s1 | 3% | 1 | -21% | 9 | i | 19% | -2% | . | 2% | PMK inhibit pilot replicates=3.5;Spn MK inh pilot replicates=0.0;DPM-DC inhibit pilot screen %=7.0
c1cncc(Oc2cccc(Oc3cccnc3)c2)c1 | 8% | 3 | 6% | 6 | i | 11% | -4% | 0% | 1%
CCCn1c(SCC(=O)Nc2nnc(CC)s2)nnc1-c1ccco1 | 11% | 16 | -5% | 5 | i | 7% | -16% | -2% | 6%
CCOC(=O)NCC(C)(C)CNC(=O)OCC | -2% | 6 | -2% | 11 | i | -1% | -4% | -12% | -1%
COc1ccc(C2C(C#N)=C(N)OC(C(C)(C)C)=C2C#N)cc1OC (stereo not given) | -2% | 13 | -8% | 4 | i | 9% | 0% | 15% | 33%
COc1ccc(-c2nc(C)c(C(C)=O)n2O)cc1OC | -1% | 10 | 14% | 4 | i | 14% | 13% | 13% | 21% | PMK inhibit pilot replicates=5.0;Spn MK inh pilot replicates=0.5;DPM-DC inhibit pilot screen %=0.0
Cc1cccc(OCCn2c(=O)n(C)c3ccccc32)c1 | 3% | 14 | -4% | 6 | i | -2% | 2% | 5% | 0%
CC(=O)NCC(=O)OCN1C(=O)c2ccccc2C1=O | -1% | 11 | -16% | 0 | i | 5% | 0% | -6% | -9%
COC(=O)C1=C(N)Oc2cc(C)n(Cc3cccnc3)c(=O)c2C1c1cc(OC)ccc1OC (stereo not given) | -1% | 11 | -5% | 10 | i | 4% | -21% | . | -8%
CC1CCCN(S(=O)(=O)c2ccc(NC(=O)Cn3nnc(-c4ccccc4F)n3)cc2)C1 (stereo not given) | 1% | 16 | 32% | 9 | i | 11% | 22% | -1% | -9%
CCn1c(CCn2ccnc2C)n[nH]c1=S | 3% | 6 | -1% | 10 | i | 14% | 5% | 9% | -12%
Cc1oc(-c2cccs2)nc1CS(=O)CC(=O)NC1CCCCCC1 (stereo not given) | -7% | 5 | 2% | 7 | i | 9% | 7% | -5% | 4%
NC(=O)c1ccc2c(c1)OCCO2 | -13% | 11 | . | 10 | i | 8% | . | 17% | -11%
CCOC(=O)N1CCC(NCCNC(=O)c2ccccc2)CC1 | 5% | 0 | -12% | 32 | i | 12% | -4% | -2% | -4%
c1csc(-c2nc3ccccc3[nH]2)c1 | 2% | 0 | 1% | 5 | . | 9% | -1% | 7% | 0%
CSc1nnc(-c2cnccn2)n1C | -1% | 2 | -20% | 0 | i | 7% | -21% | 4% | -4% | PMK inhibit pilot replicates=0.0;Spn MK inh pilot replicates=0.0;DPM-DC inhibit pilot screen %=1.0
CS(=O)(=O)C1=C(O)C(=O)N(c2ccccc2)C1c1ccccc1 (stereo not given) | -4% | 12 | -7% | 11 | i | 20% | -3% | . | -3% | PMK inhibit pilot replicates=4.0;Spn MK inh pilot replicates=2.5;DPM-DC inhibit pilot screen %=2.5
CCOC(=O)CN(C(=O)CSc1nnc(-c2ccncc2)n1CCCN(C)C)c1ccccc1 | 0% | 4 | -5% | 27 | i | 17% | 0% | 11% | 0% | PMK inhibit pilot replicates=6.5;Spn MK inh pilot replicates=0.5;DPM-DC inhibit pilot screen %=1.5
CCn1c(CCNC(=O)c2ccc(Cl)cc2)nnc1SCC(=O)NC1CCCC1 | 1% | 4 | -8% | 0 | i | 4% | -30% | 5% | -11%
Clc1ccc(-c2ccc(-c3nn4c(-c5ccco5)nnc4s3)o2)cc1 | 1% | 9 | -12% | 9 | i | 15% | -10% | 9% | 3%
CCOc1ccccc1C(=O)NC1CC2CCCC(C1)N2C1CC1 (stereo not given) | 1% | 6 | -4% | 0 | i | 12% | -8% | . | -8%
CCNc1nc(NC(C)C)nc(Oc2ccc(OCCOc3ccccc3)nn2)n1 | 0% | 14 | -17% | 12 | i | 10% | -9% | 7% | -7%
CCn1cc(Br)c(C(=O)Nc2cccc(SC)c2)n1 | 3% | 8 | -4% | 12 | i | 9% | 6% | 1% | 6%
CN1CC(=O)N(C)c2nc(Br)n(C)c2C1=O | -6% | 3 | -8% | 0 | i | 6% | -2% | 2% | -2%
COCCCNC(=O)c1oc2ccc(S(=O)(=O)N(C)C3CCCCC3)cc2c1C | -3% | 0 | -2% | 2 | i | 6% | -6% | 15% | 1%
O=C(O)c1cc(-c2ccccc2)n(-c2ccccc2C(=O)O)n1 | -5% | 0 | -6% | 9 | i | 4% | 1% | . | -2%
CCOc1ccc(CN2CCN(c3cc(C)nc4c5c(C)cc(C)nc5nn34)CC2)cc1 | -15% | 4 | -14% | 6 | . | -14% | -6% | 1% | 1% | PMK inhibit pilot replicates=0.0;Spn MK inh pilot replicates=0.0
CCCn1c(SCC(=O)Nc2c(CC)cccc2CC)nnc1C(C)C | -5% | 10 | -2% | 13 | i | -5% | -4% | 14% | 3%
CCOc1ccc(N(C(C)C(=O)Nc2ccc(OC)cc2)S(C)(=O)=O)cc1 (stereo not given) | -2% | 10 | 5% | 9 | i | 4% | 5% | 7% | 3%
COc1ccc(-c2nc(N3CCCC3)[nH]c(=O)c2C#N)cc1 | 2% | 6 | 22% | 8 | i | 12% | 21% | 11% | 2% | PMK inhibit pilot replicates=2.5;Spn MK inh pilot replicates=1.0;DPM-DC inhibit pilot screen %=0.0
COc1ccc2nc3oc(C(=O)N4CCN(c5cccc(Cl)c5)CC4)cc3cc2c1 | -8% | 10 | 25% | 0 | i | 13% | 26% | -5% | -1%
Nc1nonc1-c1noc(CCCN2C(=O)c3ccccc3C2=O)n1 | -5% | 18 | 9% | 3 | i | 7% | 11% | 4% | -8%
C=CCn1cc(C(=O)NCCOC)c(=O)c2cc(S(=O)(=O)N(CC)CC)ccc21 | 26% | 14 | 4% | 9 | i | 9% | -12% | 10% | 1% | PMK inhibit pilot replicates=0.0;Spn MK inh pilot replicates=0.0;DPM-DC inhibit pilot screen %=0.5
COc1ccc(O)c(C(=O)c2cc(C#N)c(=O)n(-c3c(C)n(C)n(-c4ccccc4)c3=O)c2)c1 | -4% | 10 | -10% | 3 | i | 1% | -16% | 1% | -3%
CN(Cc1ccccc1)c1ncnc2c1cnn2-c1ccccc1 | -1% | 15 | -6% | 0 | i | 7% | -6% | 6% | -3%
CC(=O)c1ccc(NC(=O)CCn2c(=O)oc3ccccc32)cc1 | 3% | 14 | -5% | 3 | i | 6% | -1% | 2% | -7%
CNc1cccccc1=S | -6% | 6 | -16% | 8 | i | 2% | -20% | . | 25%
CC(=NCc1ccco1)C1=C(O)c2ccccc2C1=O | 5% | 12 | -10% | 12 | i | 9% | 2% | 13% | -7%
CC1(C)NC(=O)N(CCOCCOc2cccc(Oc3ccccc3)c2)C1=O | 4% | 1 | -2% | 3 | i | 9% | 14% | 10% | -1%
O=C(CN1CCOc2ccccc21)NCc1ccc(Cl)cc1 | -2% | 12 | 3% | 7 | i | 5% | -5% | -1% | 3%
CCN1C(=O)CC(N2CCC(C(=O)OC)CC2)C1=O (stereo not given) | 0% | 7 | -6% | 10 | i | 15% | -7% | 4% | 6%

4 records drawn at random from those above:
SMILES | HT1080 viability | PMK inhibit | HPDE-C7 cytotoxicity | Spn MK inh | DPM-DC inhibit | Alkaline phosphatase | KRASV12 cytotoxicity | LYP inhibition | Bfl-1 displacement | others
Cc1ccc(C(c2sc3nc(C)nn3c2O)N2CC(C)OC(C)C2)cc1 (stereo not given) | 14% | 14 | -7% | 4 | i | 3% | -1% | 9% | -2% | PMK inhibit pilot replicates=1.0;Spn MK inh pilot replicates=1.5;DPM-DC inhibit pilot screen %=0.0
O=C(c1cc(-c2ccccn2)nc2c(Cl)cccc12)N1CCN(C(=O)C2CCCO2)CC1 (stereo not given) | 2% | 2 | 1% | 5 | i | 3% | 0% | 2% | -6%
CCCn1c(SCC(=O)Nc2nnc(CC)s2)nnc1-c1ccco1 | 11% | 16 | -5% | 5 | i | 7% | -16% | -2% | 6%
CSc1nnc(-c2cnccn2)n1C | -1% | 2 | -20% | 0 | i | 7% | -21% | 4% | -4% | PMK inhibit pilot replicates=0.0;Spn MK inh pilot replicates=0.0;DPM-DC inhibit pilot screen %=1.0
